ASM inhibitor – inhibitors of human secretory acid sphingomyelinase; placental ASM, HMU-PC fluorogenic substrate, 60 min; Potency, µM (doses to about 57.5 µM), for the others: at the top dose activity change, negative = inhibition, actives largely listed as inhibitors; hit rate 0.006% among 340,000; note: potency is the fitted concentration of half-maximal effect
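qHTS format. ASM enzyme prepared from human placenta hydrolyses the fluorogenic substrate HMU-PC0 (9 uM final) over 60 min at 37 °C after a 10 min compound preincubation.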
Mito fusion act – inhibitors of mitochondrial division or activators of mitochondrial fusion | hit rate 0.23% among 320,000 | Potency, µM (top dose mostly 46.1 µM), inactives show at the top dose growth rescue (activation), usual class: activators | S. cerevisiae fusion-defective mutant growth rescue, CellTiterGlo 48 h | AID 485298;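 note: potency is the fitted concentration of half-maximal effect; % of control where 0% means no effect; nearly all actives have a fitted effect of over 45% in size; temperature-sensitive fusion mutants such as fzo1-1 at 37 °C on non-fermentable ethanol glycerol medium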
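S. cerevisiae fusion-defective temperature-sensitive mutants (e.g. fzo1-1, mgm1-5) grown 48 h at 37C in YPEG (ethanol/glycerol non-fermentable) medium with 23 nl compound per well; growth rescue read as CellTiterGlo luminescence.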
Eya2 phos inh – blocks the phosphatase activity of human Eya2 | O00167 | recombinant Eya2, OMFP fluorescence dephosphorylation (OMFP is methylfluorescein phosphate) | Potency, µM (highest dose often 76.9 µM), without a hit: at the highest dose activity, negative = inhibition, usual class: inhibitors | hit rate 0.006% among 330,000; note: potency is the fitted concentration of half-maximal effect; % is set by controls: 0 for no effect and ±100 for the full control effect
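Eya2 protein (added as 0.2 uM solution) was preincubated with compound for 10 min at ambient temperature in 50 mM HEPES pH 7.5, 50 mM NaCl, 5 uM MgCl2, 0.05% BSA, 1 mM DTT. OMFP (added at 50 uM) then reacted 10 min; fluorescence read at 485/525 nm.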
PKM2 act – PKM2 (human) enzyme activation | hit rate 0.34% among 260,000 | purified PKM2, Kinase-Glo ATP luminescence, activation; response scale: 0% is enzyme alone, no compound | Potency, µM (highest dose often 57.5 µM), for the others: top-dose activation, usual class: activators | P14618; note: potency is the fitted concentration of half-maximal effect; % is set by controls: 0 for no effect and ±100 for the full control effect; nearly all actives have a fitted effect of over 55% in size
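ATP formation by purified human PK-M2, quantified via coupled luciferase luminescence after 1 h at room temperature with 0.1 mM ADP and 0.5 mM PEP final.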
KCNH2 WT inh – inhibitors of human wildtype KCNH2 potassium channel; Q12809; hit rate 0.37% among 340,000; U2OS, BacMam KCNH2, thallium flux FluxOr; stronger effect = lower value; activity change, % at 1.84 µM;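 active = maximum activity change below -70%; inconclusive = maximum activity change between -70% and -50%; inactive = maximum activity change above -50%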; note: % is set by controls: 0 for no effect and ±100 for the full control effect
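U2OS cells were transduced with wild-type KCNH2 virus (2.03 x 10^8 / mL) for 4 h at room temperature, then cultured overnight at 37 C. Thallium flux was read with FluxOr dye. Rate constants were normalized to DMSO controls.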
Chronic BCR inh – blocks chronic active B-cell receptor signaling. ABC-DLBCL IkBa-CBG/CBR reporter, luminescence ratio, 4 h. Potency, µM (top dose mostly 46.1 µM), for inactives: at the highest dose ratio change, negative = lower green/red ratio, usual class: inhibitors. AID 493014. hit rate 0.05% among 340,000; active = well fitted inhibition curve with a large enough effect in the signal ratio, with a control signal flat, not every such curve was filed as active; inconclusive = small, poorly fitted or top-dose-only effect, or effect the other way, or a change in a side signal; the % refers to the signal ratio;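 note: potency is the fitted concentration of half-maximal effect; plate controls were basal doxycycline-induced cells for no effect and cells given 10 µM MG132 for full effect; MG132 reads +100%, hits lower the ratio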
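Doxycycline induced both beetle luciferases in TMD8 lymphoma cells; IKK-driven degradation limits the IkappaBalpha-fused green signal, while red luminescence normalises for cell number and nonspecific effects. Compounds tested up to 46 uM, 4 hrs.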
MBNL1 CUG block – inhibitors of human MBNL1 binding to CUG repeat RNA. TR-FRET MBNL1-His/biotin-(CUG)12 binding, 665/545 ratio. Potency, µM (series often up to 57.5 µM), for inactives: at the highest dose activity change, negative = inhibition, actives largely listed as inhibitors. hit rate 0.036% among 280,000. AID 2675; active = well fitted inhibition curve with a large enough effect in the signal ratio, with a control signal flat, not every such curve was filed as active; inconclusive = small, poorly fitted or top-dose-only effect, or effect the other way, or a change in a side signal; inactive = no such curve, though single readings can be large or run the other way; the % refers to the signal ratio; note: potency is the fitted concentration of half-maximal effect; % is set by controls: 0 for no effect and ±100 for the full control effect
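His-tagged MBNL1 binding to biotinylated (CUG)12 RNA was measured by TR-FRET using terbium anti-His antibody (0.055 ng/ul final) and streptavidin-XL665 (5 nM final). Compounds were titrated 92 nM to 58 uM; 60 min at room temperature.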
USP2a block – blocks human ubiquitin-specific protease USP2a | Potency, µM (titrated, usually from 38.3 µM), without a hit: at the highest dose activity change, negative = inhibition, actives largely listed as inhibitors | hit rate 0.01% among 330,000 | O75604 | USP2 core, Ub-CHOP2 coupled fluorogenic reporter, 485/531;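 note: potency is the fitted concentration of half-maximal effect; plate controls were DMSO wells for no effect and full inhibition by NEM control for full effect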
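USP2 core (10nM final) preincubated 30min RT with compound in 20mM Tris-HCl pH 8.0, 2mM CaCl2, 2mM beta-mercaptoethanol, 0.05% CHAPS; 25nM Ub-CHOP2 plus 25nM reporter substrate added, fluorescence (Ex485/Em531) read after 60min.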
GALK inh – galactokinase (human) inhibition | Purified GALK, Kinase-Glo residual ATP luminescence | hit rate 0.007% among 270,000 | Potency, µM (doses to about 57.5 µM), without a hit: at the highest dose activity change, negative = inhibition, usual class: inhibitors | P51570 | AID 1868; note: potency is the fitted concentration of half-maximal effect; % is set by controls: 0 for no effect and ±100 for the full control effect
Target sequence (P51570 whole entry, looked up): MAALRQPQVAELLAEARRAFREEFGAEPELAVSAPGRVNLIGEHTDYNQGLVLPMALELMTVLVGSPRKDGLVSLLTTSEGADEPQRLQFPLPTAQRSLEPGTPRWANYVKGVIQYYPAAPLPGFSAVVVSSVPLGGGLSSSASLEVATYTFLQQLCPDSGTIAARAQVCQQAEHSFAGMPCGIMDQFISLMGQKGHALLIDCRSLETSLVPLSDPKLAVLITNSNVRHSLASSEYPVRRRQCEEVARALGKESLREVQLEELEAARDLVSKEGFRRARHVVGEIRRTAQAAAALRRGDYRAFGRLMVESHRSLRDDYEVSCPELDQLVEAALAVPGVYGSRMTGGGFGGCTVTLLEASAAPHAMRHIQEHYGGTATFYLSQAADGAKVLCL
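Human GALK (5 nM) with 35 uM ATP and 100 uM galactose in 20 mM HEPES pH 8.0, 5 mM MgCl2, 60 mM NaCl, 1 mM DTT, 0.01% BSA. After 1 h at room temperature, leftover ATP was read by Kinase-Glo Plus luminescence.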
Menin MLL FP TR – menin-MLL binding inhibition, Texas Red mutant peptide. Menin + Texas Red MLL mutant peptide, fluorescence polarization. Potency, µM (doses to about 61.6 µM), inactives show top-dose FP activity change, negative = inhibition, actives largely listed as inhibitors. hit rate 0.23% among 270,000; active = well fitted inhibition curve with a large enough effect in the polarisation, with a control signal flat, not every such curve was filed as active; inconclusive = small, poorly fitted or top-dose-only effect, or effect the other way, or a change in a side signal; inactive = no such curve, though single readings can be large or run the other way; the % refers to the polarisation; note: potency is the fitted concentration of half-maximal effect; % of control where 0% means no effect; many of its hits are not listed in these tables
Target sequence (O00255 whole entry, looked up): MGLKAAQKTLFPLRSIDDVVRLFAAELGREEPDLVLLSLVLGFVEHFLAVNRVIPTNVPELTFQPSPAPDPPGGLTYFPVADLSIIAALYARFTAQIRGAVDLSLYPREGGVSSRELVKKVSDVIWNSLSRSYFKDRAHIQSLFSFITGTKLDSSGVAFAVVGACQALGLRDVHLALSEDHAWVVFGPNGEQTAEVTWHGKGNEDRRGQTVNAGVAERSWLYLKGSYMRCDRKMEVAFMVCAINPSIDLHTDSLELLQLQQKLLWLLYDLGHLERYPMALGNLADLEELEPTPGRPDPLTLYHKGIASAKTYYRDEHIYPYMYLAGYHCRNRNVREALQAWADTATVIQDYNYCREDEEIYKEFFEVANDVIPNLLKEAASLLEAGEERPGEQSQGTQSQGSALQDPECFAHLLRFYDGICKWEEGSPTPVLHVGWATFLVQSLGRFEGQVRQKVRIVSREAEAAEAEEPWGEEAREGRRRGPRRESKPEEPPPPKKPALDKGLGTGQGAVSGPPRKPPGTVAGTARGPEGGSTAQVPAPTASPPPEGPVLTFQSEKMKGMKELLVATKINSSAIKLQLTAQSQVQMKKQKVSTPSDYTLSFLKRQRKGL
TSHR antag – antagonists of human thyroid stimulating hormone receptor; P16473; TSHR-expressing cells, TSH-stimulated cAMP HTRF, 2 h; stronger effect = lower value; activity change, negative = inhibition, % at 11.5 µM; hit rate 0.2% among 330,000; AID 504810;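 active = activity change below a set negative limit, meaning inhibition stronger than a set level, cut at about -70% in these data; inconclusive = activity change between two set negative limits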; note: % is set by controls: 0 for no effect and ±100 for the full control effect
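Inhibition of cAMP made by TSHR-expressing cells under TSH stimulation (4nM final, EC80; 2 h, 37 deg C) is quantified with a one-step lysis HTRF kit, anti-cAMP cryptate versus cAMP-d2.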
* marks the source's active call; other numbers are inactive results; ? = inconclusive; nt = not tested or not shown; [ ] = another dose, or the depositor's remark. Unless noted, calls come from the whole dose curve; as a rule, active = well fitted curve in the direction sought with a large enough effect; inconclusive = small, poorly fitted or top-dose-only effect, or another doubt; inactive = no such curve, though single readings can be large; an effect the other way counts as inactive or inconclusive.

SMILES	ASM inhibitor	Mito fusion act	Eya2 phos inh	PKM2 act	KCNH2 WT inh	Chronic BCR inh	MBNL1 CUG block	USP2a block	GALK inh	Menin MLL FP TR	TSHR antag
O=C(OCCOc1cccc(Cl)c1)c1cc(S(=O)(=O)N2CCCCC2)ccc1N1CCOCC1	-6%	13%	1%	nt	10	?	nt	1%	nt	nt	-12
CCN(CC)c1ccc(C(=O)NNC(=O)c2cccn2C)cc1	21%	18%	23%	nt	-1	-12%	nt	1%	nt	nt	31
O=C1COc2ccc(S(=O)(=O)N3CCCCCC3)cc2N1	4%	4%	0%	nt	-4	1%	-1%	0%	3%	nt	0
O=C(Cc1ccc(Cl)cc1)N1CCN(C(=O)c2ccco2)CC1	1%	2%	25%	0%	-2	-6%	3%	-2%	-3%	-21%	44
O=C(COC(=O)/C=C/c1ccccc1)Nc1cccnc1Cl	-2%	6%	-2%	nt	-4	6%	nt	1%	nt	nt	3
COC(=O)C1C(O)=C(C(C)=N)C(=O)CC1(C)C (stereo not drawn)	2%	-15%	-12%	-4%	-2	2%	-3%	1%	-2%	-9%	8
CCOc1ncccc1C(=O)Nc1cc(S(=O)(=O)N2CCCCC2)ccc1Cl	8%	0%	7%	nt	-2	0%	nt	0%	nt	nt	-2
CCOC(=O)N1CCN(C(=O)c2ccc(N(C)S(=O)(=O)c3ccc(C)cc3)cc2)CC1	-2%	3%	1%	0%	-27	1%	-1%	-1%	-5%	nt	2
CCNC(=O)/C(C#N)=C/c1c(N2CCOCC2)nc2ccccn2c1=O	nt	-2%	2%	-4%	-2	1%	?	-7%	0%	-11%	-5
CCS(=O)(=O)C1=NN2C(=N)/C(=C\c3ccc(OC(=O)c4ccco4)c(Br)c3)C(=O)N=C2S1	nt	-15%	9%	nt	nt	?	12%	3%	?	?	0
CNc1oc(Cc2cccc3ccccc23)nc1C#N	-2%	3%	-10%	6%	-15	-3%	10%	0%	1%	7%	-10
CCOc1ccc(C(=O)CC(=O)C(=O)NCCc2ccc(OC)c(OC)c2)cc1	-24%	-4%	-9%	10%	9	3%	nt	-1%	0%	-6%	5
O=C(COc1ccccc1[N+](=O)[O-])N1CCN(c2ccccn2)CC1	-3%	-1%	20%	nt	-2	?	nt	-2%	nt	nt	0
CN1CCN(c2nc(-c3ccccc3)nc3c2oc2ccccc23)CC1	-3%	-6%	9%	0%	-5	-2%	-2%	3%	1%	0%	6
COc1ccc(/C=C2\C(=O)ON=C2c2ccccc2)cc1	5%	-9%	9%	nt	18	4%	7%	3%	-6%	29%	-8
C=C(C)C(=O)N1CC2(CC(c3cccc(NC(=O)/C=C\C=C/C)c3)=NO2)C[C@H]1C(N)=O (stereo partly drawn)	-1%	11%	9%	?	-6	?	10%	-1%	-2%	nt	-5
CSc1ccccc1C(=O)N1CCCC(CCC(=O)NCc2ccc(F)c(F)c2)C1 (stereo not drawn)	4%	3%	-4%	-3%	-8	?	3%	0%	-3%	-20%	22
Cc1nc(C)c(NC(=O)N2CCc3ccccc32)cc1NC(=O)N1CCc2ccccc21	-5%	-1%	10%	0%	-13	?	2%	0%	-3%	-22%	1
CC(C)[C@H](NC(=O)N1CC(=O)Nc2ccccc21)C(=O)N[C@H](Cc1c[nH]c2ccccc12)C(=O)O	9%	1%	0%	3%	1	-15%	-8%	0%	nt	16%	1
CC1=C(C)CC(C(=O)NCc2cccc(Cl)c2)C(C(=O)O)C1 (stereo not drawn)	nt	3%	3%	2%[11.5 µM]	nt	8%	-6%	-5%	5%	-2%	6
COc1cc(/C=C(\C#N)C(=O)NC2CCCCC2C)ccc1OS(=O)(=O)c1ccc(C)cc1 (stereo not drawn)	-2%	14%	-11%	10%	-17	?	1%	2%	2%	1%	-27
Cc1ccc(NC2CCCN(C(=O)CCn3nccc3C)C2)cc1C (stereo not drawn)	5%	1%	3%	6%	2	0%	2%	2%	-4%	nt	65
CCOC(=O)C1CCN(C(=O)COc2cccc3ccccc23)CC1	1%	19%	-4%	0%	-1	?	2%	-1%	0%	-26%	-6
COCCCNC(=O)C[C@H]1C[C@H](C(=O)N(C(C)C)C(C)C)[C@@]2(C)c3[nH]c4cc(CCC(=O)N(C)C)ccc4c3CCN2C1=O	-2%	nt	4%	nt	4	-6%	nt	0%	nt	nt	41
O=S(=O)(NCC(c1ccc2c(c1)OCO2)N1CCOCC1)c1ccccc1 (stereo not drawn)	5%	-4%	-14%	nt	-3	2%	nt	1%	nt	nt	2

Entries of single compounds, looked up by structure. Order of values: ASM inhibitor	Mito fusion act	Eya2 phos inh	PKM2 act	KCNH2 WT inh	Chronic BCR inh	MBNL1 CUG block	USP2a block	GALK inh	Menin MLL FP TR	TSHR antag
Entry for COc1ccc(/C=C2\C(=O)ON=C2c2ccccc2)cc1 → 5%	-9%	9%	nt	18	4%	7%	3%	-6%	29%	-8
Entry for O=C(OCCOc1cccc(Cl)c1)c1cc(S(=O)(=O)N2CCCCC2)ccc1N1CCOCC1 → -6%	13%	1%	nt	10	?	nt	1%	nt	nt	-12
Entry for COc1cc(/C=C(\C#N)C(=O)NC2CCCCC2C)ccc1OS(=O)(=O)c1ccc(C)cc1 (stereo not drawn) → -2%	14%	-11%	10%	-17	?	1%	2%	2%	1%	-27
Entry for Cc1ccc(NC2CCCN(C(=O)CCn3nccc3C)C2)cc1C (stereo not drawn) → 5%	1%	3%	6%	2	0%	2%	2%	-4%	nt	65
Entry for O=C(COc1ccccc1[N+](=O)[O-])N1CCN(c2ccccn2)CC1 → -3%	-1%	20%	nt	-2	?	nt	-2%	nt	nt	0

(cont.)
SMILES	ASM inhibitor	Mito fusion act	Eya2 phos inh	PKM2 act	KCNH2 WT inh	Chronic BCR inh	MBNL1 CUG block	USP2a block	GALK inh	Menin MLL FP TR	TSHR antag
CCOC(=O)c1nnn(-c2nonc2N)c1COc1ccccc1	-1%	9%	-3%	-2%	12	-3%	-3%	1%	-2%	24%	-8
CCNS(=O)(=O)c1ccc(-c2ccc(-n3cnnn3)cc2)cc1	-3%	5%	-15%	-1%	4	-9%	-5%	1%	0%	5%	-4
COc1cc(CC(=O)NCc2ccc3c(c2)OCO3)cc(OC)c1OC	1%	-4%	-6%	-17%	-1	?	-6%	2%	0%	-16%	-4
O=c1[nH]c2ccc(Cl)cc2c(O)c1Cc1ccccc1	1%	8%	11%	0%	0	27%	?	3%	0%	31%[activator]	13
CC(C)CCN1C(Nc2ccccc2)=NC[C@@H]1Cc1ccccc1	3%	1%	16%	-3%	5	-31%	0%	3%	nt	-16%	-3
CN1C(=O)CC(Sc2ncccc2C(=O)O)C1=O (stereo not drawn)	5%	-3%	17%	-4%	-8	5%	-6%	2%	-2%	-4%	-3
Cc1ccccc1OCc1nnc(SCC(=O)Nc2ccc(N3CCOCC3)cc2)n1C	-3%	-14%	-1%	-2%	-17	-9%	-4%	0%	17%	6%	5
COc1ccccc1C(=O)NNC(=O)c1ccc(Cl)cc1	1%	7%	-26%	3%	26	?	2%	11%	-2%	-6%	-6
CCC(Oc1ccccc1F)C(=O)NCCN1CCOCC1 (stereo not drawn)	0%	4%	0%	nt	3	2%	-8%	1%	6%	1%	0
Cc1ccc(N2C(=O)CSC2c2cccnc2)cc1F (stereo not drawn)	0%	-3%	5%	-4%	3	3%	-12%	0%	-1%	-6%	-4
CCc1cc(C=NC2CCCCC2)c(O)s1	-3%	-2%	-5%	3%	-135*	?	23%	3%	0%	-3%	11

Bioassay records (PubChem BioAssay)

Only part of the results is shown; count on the stated rates, not on these rows.
